Screening results from PubChem.
AddAB inh – less growth of phage-infected E. coli with AddAB | AID 435030 | E. coli expressing H. pylori AddAB, absorbance growth | 330,000 tested, 0.29% active | inhibition, % at 11.9 µM; in the data active = inhibition above about 12%;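 also: 0% = vehicle wells of infected cells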
PfHsp90 yeast 2 – inhibits growth of yeast expressing Plasmodium falciparum Hsp90. S. cerevisiae expressing PfHsp90, BacTiter-Glo ATP, 48 h; yeast lacking PDR1 and PDR3 efflux regulators. inhibition, % at 9.4 µM. 310,000 tested, 0.32% active. AID 504621;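 active = every replicate shows inhibition above about 80%, whatever the replicate mean, limit read from the data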;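 also: 0% = DMSO neutral controls and 100% = 20 µM radicicol positive controls; yeast relying on Plasmodium falciparum Hsp90 in place of its own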
OPRM1-OPRD1 ag – agonists of human mu-delta opioid receptor heterodimerization | P35372+P41143 | cells, OPRM1-OPRD1 heterodimerization, luminescence | activation, % at 9.3 µM | 340,000 tested, 0.3% active | AID 504326; in the data active = activation above about 18%;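 also: 0% = vehicle-treated cells and 100% = reference agonist; values of inactives mirror those of a sister screen read the other way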
Target sequence (P35372 whole entry, looked up): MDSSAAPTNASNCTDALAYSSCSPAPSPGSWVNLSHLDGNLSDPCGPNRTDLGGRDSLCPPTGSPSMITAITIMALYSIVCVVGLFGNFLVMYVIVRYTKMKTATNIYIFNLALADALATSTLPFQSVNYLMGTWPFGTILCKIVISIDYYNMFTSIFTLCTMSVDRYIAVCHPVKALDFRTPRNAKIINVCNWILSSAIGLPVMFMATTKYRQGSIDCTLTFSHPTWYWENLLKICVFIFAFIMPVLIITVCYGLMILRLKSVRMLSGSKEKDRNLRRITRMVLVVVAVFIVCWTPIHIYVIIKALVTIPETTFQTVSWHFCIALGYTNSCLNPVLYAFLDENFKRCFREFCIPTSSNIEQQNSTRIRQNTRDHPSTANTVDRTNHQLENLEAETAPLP
Target sequence (P41143 whole entry, looked up): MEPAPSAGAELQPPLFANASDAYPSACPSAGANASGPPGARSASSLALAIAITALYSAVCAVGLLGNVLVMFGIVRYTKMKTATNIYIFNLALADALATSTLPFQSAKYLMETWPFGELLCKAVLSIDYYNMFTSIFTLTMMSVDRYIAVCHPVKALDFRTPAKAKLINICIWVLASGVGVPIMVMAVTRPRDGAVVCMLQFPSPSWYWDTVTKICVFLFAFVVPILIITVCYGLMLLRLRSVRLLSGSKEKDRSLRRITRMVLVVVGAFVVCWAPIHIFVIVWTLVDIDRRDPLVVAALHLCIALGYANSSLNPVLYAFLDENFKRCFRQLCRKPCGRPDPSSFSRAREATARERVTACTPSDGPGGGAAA
Mot1-301 SUMO – inhibitors of SUMOylation pathway: yeast Mot1-301 growth rescue. 320,000 tested, 1% active. S. cerevisiae Mot1-301 growth rescue, ATP luminescence, 38.5C; percent above DMSO median, 100 means doubled. growth rescue, % at 18.8 µM;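 active = every valid replicate shows activation above 250% relative to neutral control wells; inactive = the rest, any valid replicate at or below 250%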;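 also: OY570 slx delta 5 strain wells were the positive control but not used for scaling; some compounds called inactive have numbers as strong as hits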
E coli growth – bacterial growth inhibition, counter-screen for AddAB inhibitors | E. coli V3065 growth, OD600 absorbance, 18 h | AID 449728 | 330,000 tested, 0.27% active | inhibition, % at 11.9 µM;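 active = inhibition above the campaign's mean inhibition across all tested compounds plus 3 SD, cut at about 9.9% in these data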;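 also: uninfected addAB+ strain grown without phage in ampicillin broth; 0% = DMSO wells and 100% = ciprofloxacin 0.95 µg/ml wells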
phage Ecoli inh – E. coli growth loss with phage present. growth absorbance. 360,000 tested, 0.26% active. inhibition, % at 11.9 µM; in the data active = inhibition above about 11%
MOR-DOR inv ag – inverse agonists of human mu-delta opioid receptor heterodimerization; 340,000 tested, 0.21% active; AID 504357; inhibition, % at 9.3 µM; cell-based MOR-DOR heterodimer luminescence, inverse agonism; in the data active = inhibition above about 22%, passing the limit was not always enough;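 also: 0% = cells with DMSO and 100% = wells without cells with DMSO; values of inactives mirror those of a sister screen read the other way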
PKA-R1A act – activators of PKA-R1A complex; PKA-R1A dissociation, Cy5-IP20 fluorescence polarization; scaled: DMSO 0%, 113 µM cGMP 100%; activation, % at 11.4 µM; P00514+P68181; 340,000 tested, 0.083% active;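 active = percent activation above the mean of all tested compounds plus 3 SD, cut at about 19% in these data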;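 also: higher means more PKAc released from R1A so a rise in polarization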
Tat export inh – E. coli Tat transport inhibition; inhibition, % at 10 µM; E. coli MC4100 TorA-mCherry Tat export, fluorescence; 340,000 tested, 0.036% active;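 active = mean replicate inhibition at least 50% and at least half of replicates individually reaching 50%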;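 also: exported cargo escapes ClpAP degradation while cytoplasmic cargo is degraded and loses fluorescence; 0% = median of neutral control wells and 100% = median of NaSCN control wells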
DSG3 Ab inh – inhibitors of pemphigus antibody binding to human desmoglein-3 | 310,000 tested, 0.48% active | P32926 | DSG3-coupled beads, scFv-anti-DSG3-GFP binding, flow cytometry; stronger effect = lower value | binding (percent of control), % at 10 µM | AID 588358;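 active = binding more than 3 SD below its plate's average and above zero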;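 also: hits lower antibody fragment binding to DSG3; some compounds called inactive have numbers as strong as hits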
Arrestin-AP2 inh – inhibitors of human beta-arrestin and AP2 interaction; FITC-arrestin peptide / GST-AP2 beads, flow cytometry; AP2 beta2 appendage carries R879A mutation; inhibition, % at 10 µM; 340,000 tested, 0.31% active;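 active = inhibition above a set limit, near 3 SD of compounds lacking own fluorescence, cut at about 54% in these data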;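 also: plate controls were DMSO wells for no effect and 5 µM unlabelled arrestin peptide for full effect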
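Measured by: flow cytometry, FL1 (488/535 nm); Material: AP2 appendage R879A on GSH beads; Evaluation: percent response; Timing: pre-incubation 12 min, peptide binding 1 h, room temperature; Also added: 50 nM FITC-arrestin peptide; Medium: PBS with 0.05% Tween 20 and 0.1% BSA.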
Active calls of the source: *; · = not tested or not shown; & = joins results of further samples.

no.	SMILES	AddAB inh	PfHsp90 yeast 2	OPRM1-OPRD1 ag	Mot1-301 SUMO	E coli growth	phage Ecoli inh
1	CC(=O)Nc1cccc(NC(=O)/C=C/c2ccc(S(=O)(=O)N3CCOCC3)cc2)c1	2.4	·	1.1	-32.8	-0.3	3.1
2	Clc1cccc(CSc2ncnc3c2ncn3C2CCCCO2)c1 (centres undefined)	·	-28.2	1.4	·	·	2.5
3	COc1ccc(-n2c(Cc3cccn3C)nnc2SCC(=O)Nc2nccs2)cc1	2.5	-4.4	-2.3	10.0	-1.4	2.6
4	O=C(NNc1cccc(Cl)n1)Nc1ccccc1Cl	0.7	·	-0.9	-23.6	-0.7	3.4
5	c1ccc(Cn2nnc3c(NCc4ccc5c(c4)OCO5)nc(C4CC4)nc32)cc1	-0.1	-12.9	-2.2	-4.9	0.0	-0.1
6	O=C(Cc1ccccc1)NCC(=O)N1CCC1	-0.7	-14.8	0.6	-1.0	-0.2	-0.4
7	COc1ccccc1CC(=O)N1CCN(c2ccccc2)CC1	1.6	-14.7	-4.0	15.2	-1.7	-3.2
8	CN(C)C(=O)c1cc(C(=O)c2ccccc2F)c[nH]1	-0.7	2.3	-1.8	-1.4	-1.7	2.1
9	COc1ccc(Cl)cc1N1C(=O)C2CCCN2C1c1cccc(F)c1 (centres undefined)	2.7	·	-3.4	-9.8	-0.3	2.6
10	O=C(COC(=O)CNC(=O)c1ccc(Cl)cc1Cl)Nc1cccc(S(=O)(=O)N2CCCC2)c1	-0.6	-5.5	-0.2	19.9	-2.5	2.9
11	CCC1CCCCN1C(=O)c1cccc(S(=O)(=O)Nc2cc(C(F)(F)F)ccc2Cl)c1 (centres undefined)	0.5	15.4	3.0	15.1	-0.3	2.7
12	O=C(NCC1CCCN(Cc2ccc3nonc3c2)C1)c1cccc(C(F)(F)F)c1 (centres undefined)	-1.4	30.5	0.1	231.4	0.0	4.2

no.	MOR-DOR inv ag	PKA-R1A act	Tat export inh	DSG3 Ab inh	Arrestin-AP2 inh
1	-5.3	-8.6	-3.5	98.2	0.5
2	-6.6	6.6	5.1	·	-6.7
3	11.7	2.4	-13.3	108.3	0.8
4	5.3	-3.3	7.7	105.3	29.5
5	12.2	-12.8	-12.4	103.9	-8.8
6	-3.4	-1.1	-8.5	111.8	1.5
7	20.8	-3.6	-0.1	110.1	17.8
8	8.0	5.3	3.3	102.6	33.5
9	17.6	-3.0	-0.3	105.2	-1.7
10	1.1	9.1	1.9	108.1	5.9
11	-15.4	-3.0	13.9	99.0	43.2
12	-0.4	5.0	3.5	99.7	1.5

no.	SMILES	AddAB inh	PfHsp90 yeast 2	OPRM1-OPRD1 ag	Mot1-301 SUMO	E coli growth	phage Ecoli inh
13	CC1(c2ccc(OC(F)F)cc2)NC(=O)N(CC(=O)NCCC2=CCCCC2)C1=O (centres undefined)	1.1	0.7	-2.2	4.8	-0.3	0.0
14	Cc1ccc(S(=O)(=O)N(C)CCCC(=O)Nc2ccccn2)cc1	-1.4	17.6	-2.4	-8.5	0.2	-0.3
15	COc1cc(NC(=S)NC(=O)c2ccccc2C)ccc1NC(=O)c1cccs1	-1.4	-3.4	-1.6	18.7	-3.0	1.8
16	Cn1cc(S(=O)(=O)N2CCN(c3ccccc3)CC2)c(=O)n(C)c1=O	-3.7	18.0	-2.4	-10.2	-2.1	1.7
17	CC12CCC(=O)N1C(C(=O)NNC(=O)c1cccc(Cl)c1)CS2 (centres undefined)	0.0	·	-0.3	-8.5	-1.6	4.5
18	CCOC(=O)c1ccc(NC(=S)N(Cc2cccnc2)Cc2ccco2)cc1	-3.1	2.2	-2.7	94.5	-1.7	1.0
19	O=C1CCCC(O)=C1N=Nc1ccc2c(c1)OCO2	-1.2	-3.4	-3.0	7.7	0.5	2.3
20	NCCC(=O)NC[C@H]1O[C@@H](n2cnc3c(N)ncnc32)[C@H](O)[C@@H]1O	-0.9	-9.3	-2.9	·	-1.2	8.3
21	CC(C)[C@H](NC(=O)c1ccccc1)C(=O)NC1CCCCCCC1	1.2	9.9	-4.1	0.7	1.2	2.1
22	COC(=O)C1=C(C)N(Cc2ccccc2)C(=NCc2cc(OC)c(OC)c(OC)c2)N[C@H]1c1ccc(Br)cc1	3.4	·	2.4	-1.4	2.7	·
23	Cc1[nH]c(C)c(S(=O)(=O)N2CCCCC2)c1C(=O)N1CCCCC1	3.4	7.2	-2.3	-9.1	-2.7	0.8
24	COc1ccc2nc(NC(=O)Cc3cccs3)sc2c1	2.4	-1.6	-0.1	105.2	2.2	3.2

no.	MOR-DOR inv ag	PKA-R1A act	Tat export inh	DSG3 Ab inh	Arrestin-AP2 inh
13	8.6	-0.9	4.5	98.5	-0.1
14	12.8	-0.9	-3.1	114.2	-0.9
15	9.4	-0.5	-3.1	96.6	-0.2
16	13.3	0.5	-3.4	94.9	1.2
17	2.2	7.3	1.2	112.0	-16.9
18	12.5	-1.8	-2.6	·	-0.2
19	19.5	-10.4	-0.5	88.2	11.5
20	14.1	-5.5	-6.1	106.5	4.8
21	15.2	-1.3	3.0	·	-9.6
22	-13.3	3.4	13.3	103.9	-3.2
23	11.9	-0.9	6.5	94.9	-21.2
24	0.4	6.7	-6.0	86.8	2.5

no.	SMILES	AddAB inh	PfHsp90 yeast 2	OPRM1-OPRD1 ag	Mot1-301 SUMO	E coli growth	phage Ecoli inh
25	CCN(C1CCCCC1)S(=O)(=O)CCNC(=O)c1ccc2c(c1)OCO2	-1.7	-48.4	1.2	1.7	-1.1	-1.5
26	O=C(O)C1CCCN1S(=O)(=O)c1ccc(Br)cc1 (centres undefined)	-0.5	-4.0	-2.1	15.1	-1.7	1.0
27	C[C@]12CC[C@@H]3c4ccc(OS(=O)(=O)O)cc4CC[C@H]3[C@@H]1CCC2=O	-3.0&0.6&0.3	-15.4&7.6	-1.1&-2.4	1.5&102.9&-23.2&0.3	-1.3&-0.2&0.1	2.2&2.9
28	CCOc1ccc(CCNC(=O)c2ccc(NC3=NC4CS(=O)(=O)CC4S3)cc2)cc1 (centres undefined)	1.9	6.8	-2.3	7.7	-1.4	-0.3
29	CCCC(=O)c1c[nH]c(C(=O)NCc2cccnc2)c1	0.3	5.7	-2.7	-8.2	0.7	2.3
30	COc1cc(OC)c(CN2CCCCCCC2)cc1Br	1.5	9.5	-1.8	-0.4	0.0	1.5
31	CCC1CCc2c(sc(NC(=O)C3CC=CCC3C(=O)O)c2C#N)C1 (centres undefined)	2.9	0.8	-1.1	7.3	-0.8	1.6
32	COc1ccccc1-n1cc(C(=O)NCC(=O)NCc2ccc(F)cc2)c2ccccc2c1=O	-1.3	·	-0.9	-41.5	1.8	1.4
33	CCCC(=O)Nc1ccc(S(=O)(=O)Nc2nccs2)cc1	2.3	3.6	-2.0	7.9	-0.2	0.8
34	COc1ccc(-n2c(=O)c(CCC(=O)N3CCN(c4ccccc4O)CC3)nc3ccccc32)cc1	-2.8	·	-1.8	-5.2	-2.0	1.0
35	O=C(c1ccco1)N1CCCN(Cc2nc(Cc3ccccc3)no2)CC1	0.5	7.4	0.8	-7.2	-1.1	3.8
36	N/C(=N\OC(=O)CC1CCCCC1)c1cccc([N+](=O)[O-])c1	1.3	15.0	4.5	16.5	1.3	3.9

no.	MOR-DOR inv ag	PKA-R1A act	Tat export inh	DSG3 Ab inh	Arrestin-AP2 inh
25	-8.1	16.7	-5.3	107.9	-1.5
26	9.4	7.9	3.3	111.5	6.7
27	6.2&13.1	0.4&7.5	-10.0&0.4	115.5	-7.0&5.9
28	11.7	3.2	4.7	86.9	-5.0
29	13.9	-3.0	-2.9	96.1	7.2
30	10.7	-3.7	-4.9	101.7	-12.6
31	6.0	-13.8	-9.6	100.3	8.8
32	4.1	16.1	3.4	112.3	4.7
33	10.3	-6.8	10.5	·	-5.1
34	9.5	-1.8	4.1	98.1	-11.3
35	-3.9	-11.9	6.9	93.0	8.3
36	-32.6	-1.0	7.9	105.0	-3.8

no.	SMILES	AddAB inh	PfHsp90 yeast 2	OPRM1-OPRD1 ag	Mot1-301 SUMO	E coli growth	phage Ecoli inh
37	CCCC(c1nnnn1Cc1ccco1)N1CCN(c2cc(Cl)ccc2C)CC1 (centres undefined)	-1.2	9.3	1.9	600.1	2.2	4.2
38	COc1ccc(S(=O)(=O)N2CCN(C(=O)CSC(=S)N3CCCC3)CC2)cc1	0.8	·	-0.4	-14.8	-0.5	0.9
39	CN1N=C(C(=O)N2CCCC(N3CCN(c4ccc(F)cc4)CC3)C2)CCC1=O (centres undefined)	-0.6	7.6	-1.7	7.0	0.6	0.0
40	CCCc1cc(=O)[nH]c(SCC(=O)N2CCCCCC2)n1	-0.3	-2.3	-1.2	-1.5	-3.5	2.2
41	NC(=O)c1cccc(-c2cnc(N)c(C(=O)c3cccnc3)n2)c1	·	7.7	-3.2	·	·	·
42	CN(C)C(=O)c1nc2ccc(Cl)cn2c1CNCc1cccc(OC(F)(F)F)c1	-0.3	12.4	-1.9	2.7	-1.2	3.9
43	O=C(CN1C(=O)c2ccccc2C1=O)Nc1ccccc1C(F)(F)F	1.8	-15.4	-0.3	-4.0	0.9	-0.7
44	CC(C)CNC(=O)C(=O)Nc1cc2c3c(c1)CCC(=O)N3CCC2	5.1	-6.6	-0.9	7.8	-0.9	1.4
45	C=C1C[C@H]2[C@@H]3C=C(C)C4=CC(=O)CC[C@]4(C)[C@H]3CC[C@]2(C)[C@@]1(OC(C)=O)C(C)=O	2.3	-1.4	0.1	8.3	-0.2	0.8
46	CCN(CC)CCNC(=O)CCc1n[nH]c(=O)c2ccccc12	3.7	-8.3	-0.5	4.2	0.5	0.9

no.	MOR-DOR inv ag	PKA-R1A act	Tat export inh	DSG3 Ab inh	Arrestin-AP2 inh
37	-11.2	-0.7	3.2	110.2	0.2
38	1.8	-1.2	-10.5	86.3	-10.2
39	8.6	-2.3	-9.1	·	-4.4
40	4.6	6.5	-7.6	97.3	-6.9
41	18.3	-8.6	7.6	99.9	13.8
42	10.4	16.4	5.9	103.4	1.1
43	1.6	-2.8	4.9	105.8	0.6
44	4.6	-12.7	-0.2	105.7	9.1
45	-0.6	-10.3	4.4	106.2	9.3
46	2.6	5.6	-0.1	91.7	0.6

Two entries picked at random from those above:
no.	SMILES	AddAB inh	PfHsp90 yeast 2	OPRM1-OPRD1 ag	Mot1-301 SUMO	E coli growth	phage Ecoli inh
40	CCCc1cc(=O)[nH]c(SCC(=O)N2CCCCCC2)n1	-0.3	-2.3	-1.2	-1.5	-3.5	2.2
45	C=C1C[C@H]2[C@@H]3C=C(C)C4=CC(=O)CC[C@]4(C)[C@H]3CC[C@]2(C)[C@@]1(OC(C)=O)C(C)=O	2.3	-1.4	0.1	8.3	-0.2	0.8

no.	MOR-DOR inv ag	PKA-R1A act	Tat export inh	DSG3 Ab inh	Arrestin-AP2 inh
40	4.6	6.5	-7.6	97.3	-6.9
45	-0.6	-10.3	4.4	106.2	9.3
